# b-catenin transl – modulators of beta-catenin nuclear translocation, primary screen, imaging, HeLa cells, immunofluorescence, high-content; nuclear translocation activity, % at 5 µM; hit rate 0.3% among 190,000; AID 1665, 2009;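 active means nuclear translocation activity above 50% at 5 µM, with a well cell count of 50 or more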;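 further: per-cell ratio of nuclear to cytoplasmic median beta-catenin stain intensity; plate controls were DMSO negative control for no effect and GSK-3 inhibitor IX positive control for full effect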
#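 Signal – beta-catenin immunofluorescence imaging with DAPI · Test system – human HeLa cell line · Dosing – 5 µM primary single dose, 0.1% DMSO, 0.02–20 µM confirmation series · Measure – % activation, nuclear-to-cytoplasmic median beta-catenin signal ratio per cell · Incubation – 24 h compound exposure at 37°C, 5% CO2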
# Hep lipid drop – inhibitors of hepatocyte lipid droplet formation, primary screen, imaging, high-throughput imaging, BODIPY stain. AML12 mouse hepatocytes, oleate lipid droplets. hit rate 0.4% among 240,000. AID 1656, 2009. inhibition, % at 6.5 µM;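 active means lipid droplet intensity inhibited by at least 50%, with more than 500 cells counted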
#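 Material – AML12 mouse liver cells · Also added – oleate loading, 100 µM · Compound dosing – 6.5 µM single-point dosing · Times – overnight treatment with compound plus oleate · Measured by – fluorescence imaging, 20x objective, two fields per well · Read-out – percent inhibition of filter-corrected integrated lipid droplet intensity per well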
# Ins promoter up – insulin promoter activators in MIN6 cells, imaging, high-content screening, mouse beta cells; MIN6 insulin promoter-GFP reporter; active compounds read high; z-score at 5 µM; hit rate 0.3% among 190,000;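 active means z-score above 3 at 5 µM with at least 500 cells counted in the well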
# Dynein cargo inh – inhibitors of GR-EGFP nuclear translocation, primary screen, dynein cargo transport inhibitor project, imaging, high-content, 3617.4 mouse cells | hit rate 0.47% among 220,000 | AID 1381, 2008 | z-score, hits read low | test concentration mostly 20 µM; stimulated with dexamethasone, 1 µM; active compounds read low;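 active means plate z-score of nuclear minus cytoplasmic receptor signal below a set negative limit, without overly bright fluorescence or cell loss, cut at about -3.5 in these data, passing the limit was not always enough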;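 further: z-score of nuclear minus cytoplasmic ring GR-EGFP intensity difference per well; some compounds called inactive have numbers as strong as hits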
#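 Buffer or medium: Induction medium lacking tetracycline, stripped serum | Also added: Dexamethasone agonist, 1.0 µM final, for 30 min | Timing: 48 h induction, 1 h compound, 30 min dex at 37 °C | Detection: Formaldehyde fixation, Hoechst nuclear stain, 10x automated fluorescence imaging | Measure: Nuclear versus cytoplasmic GR-EGFP signal, averaged per well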
# MT stabilize HCS – microtubule stabilizers in HeLa cells, primary screen, imaging, high-content imaging | AID 2205, 2009 | hit rate 0.83% among 200,000 | % tubulin-high responders, % at 10 µM | HeLa tubulin immunostaining HCS, 24 h; share of cells brighter than vehicle mean+2SD;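 active means plate Z-score above 3 for both tubulin-high and condensed-nucleus cell shares, with cell loss under 80%, at 10 µM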;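 further: anti alpha tubulin signal scored within the nucleus-defined area of each cell; some results filed as inactive read as strong as hits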
# T cell modulator – modulators of CD8 T cell-vesicle binding, primary screen, mouse 2C CD8+ T cells, flow cytometry. 2C CD8+ T cell-vesicle binding; active compounds read low. hit rate 0.068% among 330,000. AID 2052, 2009. calls only at 7 µM;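 active means response, share of CD8 T cells binding vesicles, and their 90th percentile fluorescence all below set limits, cut at about 80% in these data, passing the limit was not always enough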
#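 Benchmarks: naked versus QL9-loaded vesicles / Assay system: purified 2C TCR transgenic mouse naive CD8+ T cells / Technique: high-throughput flow cytometry with anti-B7-1 and anti-CD8 staining / Timing: Cell–vesicle co-incubation 1.5 h at 37 °C, staining 20 min on ice / Read-out: percent CD8+ FL2 mean versus row control / Probe or stimulus: QL9-loaded Drosophila micro-vesicles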
# Autophagy mod – autophagy modulators in MEF cells, primary screen, imaging, high-content, MEF GFP-LC3. hit rate 0.98% among 190,000. MEF GFP-LC3 puncta imaging; test concentration mostly 10 µM. calls only at 10 µM (by protocol);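 active means percentage of spot-positive cells more than 3 SD above its plate mean, without a fluorescence outlier flag or 80% toxicity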;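 further: spot-positive cell cutoff set from DMSO-treated cells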
# CSM14.1 death rescue – rescue of cells from ER stress-induced death, primary screen, 384-well, CSM14.1, thapsigargin, ATP luminescence (AID 1222) | one-dose cellular ATP content (survival), % at 20 µM; EC50 in µM for titrated hits | CSM14.1 thapsigargin-induced death rescue, ATP luminescence; higher % means a stronger effect | 190,000 tested, under 10 active;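 active means EC50 below 50 µM in the dose-response confirmation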;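 further: death triggered by thapsigargin at about 15 µM added after 2 h compound pretreatment; cell ATP read after overnight thapsigargin exposure of roughly 18 to 22 hours; normalized against plate controls of thapsigargin alone and 5% DMSO vehicle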
# Salmonella PhoP GFP – inhibitors of PhoP regulon expression, primary screen, Salmonella Typhimurium, GFP reporter (AID 1863); S. Typhimurium PhoP-regulated promoter GFP reporter, 4 h; higher % means a stronger effect; inhibition, % at 50 µM; hits with a dose series show IC50 in µM; hit rate 0.16% among 300,000;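 active means inhibition over 29.93%, a cutoff 3 SD above the screen mean, later confirmed by dose response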;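 further: 0% = low Mg2+ inducing control and 100% = high Mg2+ repressing control; strong numbers were not always called active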
# Dynein cargo inh cytoplasmic EGFP – second read-out of Dynein cargo inh, no call of its own (marks repeat the call); z-score; measured here: cytoplasmic GR-EGFP intensity; active compounds read high
# Dynein cargo inh nuclear GR-EGFP – further read-out of Dynein cargo inh, marked with its call; z-score; measured here: nuclear GR-EGFP intensity;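 lower value marks the stronger effect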
# Dynein cargo inh cell count – second read-out of Dynein cargo inh, no call of its own (marks repeat the call); z-score; measured here: cell count per field
# Ins promoter up cell count – also measured in Ins promoter up; calls as there; cell count; measured here: cytotoxicity, nuclei count;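 total cells summed across four imaged fields per well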
# Hep lipid drop cells 6.5 µM – further read-out of Hep lipid drop, marked with its call; cell count; measured here: cell count, cytotoxicity flag;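 cells counted across two imaged fields per well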
# b-catenin transl cell count 5 µM – also measured in b-catenin transl; calls as there; cell count; measured here: cell count, cytotoxicity flag
# T cell modulator vesicle-bound % – also measured in T cell modulator; calls as there; double positive events, %; measured here: CD8+ vesicle-bound cell fraction;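 binding gate set so that unloaded-vesicle control wells show 10% double positive cells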
# MT stabilize HCS Hoechst-high % – second read-out of MT stabilize HCS, no call of its own (marks repeat the call); % Hoechst-high responders; measured here: nuclear condensation Hoechst responders;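 share of cells brighter than vehicle mean plus two SD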
# MT stabilize HCS cytotoxicity % – further read-out of MT stabilize HCS, marked with its call; toxicity, %; measured here: cytotoxicity by cell density;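 0% = mean cell density of plate MIN control wells and 100% = no cells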
# Autophagy mod cell loss 18 h – further read-out of Autophagy mod, marked with its call; toxicity, %; measured here: cell loss, nuclei count;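 cell loss after 18 h compound exposure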
# * = called active by the depositor; i = inactive; . = no result given. Outcome played no part in choosing rows, and some 3% of all compounds hit somewhere here.
SMILES,b-catenin transl,b-catenin transl cell count 5 µM,Hep lipid drop,Hep lipid drop cells 6.5 µM,Ins promoter up,Ins promoter up cell count,Dynein cargo inh,Dynein cargo inh cytoplasmic EGFP,Dynein cargo inh nuclear GR-EGFP,Dynein cargo inh cell count,MT stabilize HCS,MT stabilize HCS Hoechst-high %,MT stabilize HCS cytotoxicity %,T cell modulator,T cell modulator vesicle-bound %,Autophagy mod,Autophagy mod cell loss 18 h,CSM14.1 death rescue,Salmonella PhoP GFP
CNC(=S)N(Cc1ccc(OC)cc1)C1CC(=O)N(c2ccc(C(=O)OC)cc2)C1=O (stereo unspecified),1.6,1086,-16,601,-0.58,1574,-0.89,-0.24,-0.56,0.42,4.8,2.1,7.5,i,14,i,5,-1.7%,-4%
Nc1nnc(SCC(=O)OCc2ccc(Cl)c(Cl)c2)s1,0.8,1136,16,675,0.83,1530,0.032,-0.24,0.04,0.24,1.7,2.4,12,i,18,i,8,-5.4%,-1%
CSc1sc(C(=O)NC(=O)NCc2ccncc2)c(C)c1-c1ccon1,-1.3,1121,-11,712,-0.17,1369,1.2,-0.066,0.73,-0.45,.,.,.,i,58,.,.,.,0%
C=CCNc1nc2c3ccccc3n(C(C)=O)c2s1,.,.,.,.,.,.,-0.56,-0.31,-0.17,-0.0049,4.3,2.6,4.0,i,28,i,19,5.3%,11%
Cc1ccc(OCC(O)Cn2c(N3CCOCC3)nc3c2c(=O)[nH]c(=O)n3C)cc1 (stereo unspecified),-0.8,1156,.,.,-0.9,1078,-0.75,-0.14,-0.19,0.79,2.3,3.8,9.2,i,56,i,5,1.4%,-2%
COc1ccc(-c2cn3cc([N+](=O)[O-])ccc3n2)cc1OC,-0.6,1058,4,716,-0.49,1221,-0.46,-0.23,-0.63,1,1.7,2.3,8.4,i,22,i,17,-0.9%,6%
Cc1cc(C)c(C2=NOC3C4CCC(C4)C23)c(C)c1 (stereo unspecified),0.0,911,-11,664,.,.,0.041,-0.28,-0.098,0.44,4.2,1.7,6.5,i,75,i,9,-4.0%,9%
COc1ccc(C(=O)NC(C(=O)N2CCc3ccccc32)C(C)C)cc1 (stereo unspecified),0.1,497,8,726,-0.41,1194,-0.81,-0.31,-0.72,1,2.7,1.7,7.3,i,40,i,-12,-0.9%,-10%
CCC1=NN2C(=N)/C(=C\c3cccn3-c3ccc(Cl)cc3)C(=O)N=C2S1,0.4,567,-4,735,.,.,-0.4,0.063,-0.042,0.63,3.8,2.4,1.5,i,62,i,-21,2.0%,-4%
COc1ccc(CN2CCC(=O)NC2=O)cc1,-5.1,1001,4,720,0.94,1865,0.48,-0.37,0.23,0.2,4.6,3.2,3.9,i,4,i,17,-1.9%,11%
CCOc1ccc(CCNC(=O)C2CCN(S(=O)(=O)N3CCOCC3)CC2)cc1OCC,.,.,.,.,.,.,-0.23,-0.24,0.21,0.37,5.9,2.0,6.8,i,36,i,15,4.6%,7%
CCN1CCN(C(=S)c2ccc(OCC(=O)NCc3ccccc3)cc2)CC1,-1.7,1044,-8,717,0.22,1628,-0.66,-0.17,0.017,0.82,4.4,1.6,7.7,i,56,i,16,-0.5%,-8%
Cc1cc(-c2ccc(Cl)cc2Cl)c(C#N)c(=O)[nH]1,-0.9,1365,2,788,.,.,-0.67,-0.27,0.24,0.56,.,.,.,i,57,.,.,.,-5%
O=C(O)c1ccc(NS(=O)(=O)c2ccc3c(c2)OCCCO3)cc1,1.5,1055,-1,689,0.72,1228,-0.57,-0.24,0.22,0.44,2.7,3.2,3.5,i,54,i,1,-1.2%,-7%
CC(=O)OCC1=C(C(=O)O)N2C(=O)C(NC(=O)c3ccc(F)cc3)C2SC1 (stereo unspecified),-1.7,1107,-2,712,-0.4,1224,-0.55,-0.26,-0.32,0.81,1.5,1.5,0.8,i,8,i,0,.,4%
Cc1ccc(C(=O)NCc2n[nH]c(=S)n2-c2ccccc2)cc1[N+](=O)[O-],.,.,-3,626,0.39,1087,-1,-0.31,-0.39,0.86,4.6,1.6,7.6,i,22,i,6,0.4%,-1%
CCCSCCCNC(=O)Cn1cc2c(n1)CCC(C)C2 (stereo unspecified),-1.3,1039,-14,677,1.6,1836,-0.13,-0.17,0.045,-0.42,9.1,1.3,2.6,i,23,.,.,.,-9%
O=C1c2ccccc2C(Nc2ccc3c(c2)OCCO3)N1Cc1ccccc1 (stereo unspecified),.,.,.,.,0.25,857,-0.94,-0.18,-0.52,0.24,1.3,3.0,5.9,i,18,i,-4,1.3%,9%
Cn1ccnc1C(O)(c1ccccc1)c1ccccc1,-2.8,1112,7,718,0.35,1338,0.42,-0.29,-0.13,0.84,.,.,.,i,50,.,.,.,0%
O=C(NCN1C(=O)C2C3C=CC(C3)C2C1=O)Nc1ccccn1 (stereo unspecified),-0.7,1010,6,799,0.86,1118,0.94,-0.0057,1,-0.17,3.3,2.0,1.0,i,22,i,1,0.2%,-3%
O=C(CN1C(=O)NC2(CCCC2)C1=O)N1CCN(S(=O)(=O)c2ccc(Cl)cc2)CC1,-3.8,1089,3,708,-0.16,1595,-0.54,-0.23,0.15,0.29,3.1,2.3,7.8,i,28,i,-10,0.1%,-11%
O=C(O)c1ccc(N/C(=N\S(=O)(=O)c2ccc(Cl)cc2)c2ccccc2)cc1,1.3,1301,1,790,.,.,0.16,-0.19,-0.035,-0.11,.,.,.,i,33,.,.,.,10%
CCOC(=O)CCc1c(C)c2ccc(O)cc2oc1=O,1.9,1066,-12,601,-0.16,1867,-0.51,-0.28,-0.23,0.73,1.8,1.7,5.3,i,36,i,-6,0.4%,5%
Brc1cccc2sc(N3CCN(c4ccccc4)CC3)nc12,2.2,1049,7,668,0.17,1267,-0.64,-0.27,-0.21,0.26,1.9,2.0,6.5,i,46,i,4,.,-6%
COc1cccc(N2CCN(C(=O)CCCCCNc3nc(=S)[nH]c4ccccc34)CC2)c1,-0.4,1093,-13,726,-1.8,1481,-0.87,-0.31,-0.23,0.61,6.6,2.4,6.8,i,28,i,20,1.8%,0%

# More results follow:
SMILES,b-catenin transl,b-catenin transl cell count 5 µM,Hep lipid drop,Hep lipid drop cells 6.5 µM,Ins promoter up,Ins promoter up cell count,Dynein cargo inh,Dynein cargo inh cytoplasmic EGFP,Dynein cargo inh nuclear GR-EGFP,Dynein cargo inh cell count,MT stabilize HCS,MT stabilize HCS Hoechst-high %,MT stabilize HCS cytotoxicity %,T cell modulator,T cell modulator vesicle-bound %,Autophagy mod,Autophagy mod cell loss 18 h,CSM14.1 death rescue,Salmonella PhoP GFP
CCOC(=O)CNC(=O)c1cccnc1Oc1ccc(Cl)cc1,-0.6,1301,-2,730,-0.51,1065,0.16,-0.26,0.13,0.34,.,.,.,i,53,.,.,.,-10%
COc1ccc2c(Cl)c(C(=O)NN)sc2c1,-0.1,867,.,.,-0.34,1524,0.83,-0.1,0.75,-0.2,2.8,2.1,7.0,i,44,i,-30,-3.1%,-6%
CC1=CC(=C2N=C(c3ccccc3)OC2=O)C=C(C)O1,-1.7,932,.,.,-0.15,1397,0.45,0.15,0.45,-0.55,2.4,2.2,12,i,32,i,-10,-0.4%,-2%
COCC(C)n1c(C)cc(C(=O)COC(=O)c2ccc3ncsc3c2)c1C (stereo unspecified),-5.5,954,.,.,0.13,1159,-0.56,-0.28,-0.33,0.96,2.1,1.5,0.2,i,41,i,-1,6.9%,-8%
COc1cc(/C=N/NC(=O)Cc2ccc(Br)cc2)cc(OC)c1O,1.3,1014,3,637,-0.25,1520,-0.29,-0.22,-0.28,0.57,2.9,1.5,4.3,i,53,i,-1,-0.4%,-3%
COCCNC(=O)CCCn1c(=O)c2cc(OC)c(OC)cc2n(CC(=O)Nc2ccc(C)c(F)c2)c1=O,-1.5,1044,5,702,-1.3,1189,-0.2,-0.32,0.39,0.41,2.6,3.4,5.7,i,43,i,14,3.8%,-11%
CCc1ccccc1NC(=O)CC(c1ccc(OC)cc1)n1cccc1 (stereo unspecified),1.0,1024,11,670,-0.39,1565,0.51,0.46,0.2,-0.88,3.2,3.1,8.3,i,50,i,2,-2.2%,-1%
COc1cc2nc(CSc3nc(-c4ccc(F)cc4)cs3)[nH]c(=O)c2cc1OC,-0.5,947,-12,567,.,.,-0.62,0.34,-0.36,0.59,1.2,3.9,7.1,i,57,i,-9,-0.9%,-17%

# Screens from PubChem.
